Bioassay records as filed in PubChem BioAssay.
PfHsp90 yeast 2 – growth inhibition of yeast expressing Plasmodium Hsp90; S. cerevisiae expressing PfHsp90, BacTiter-Glo ATP, 48 h; yeast lacking PDR1 and PDR3 efflux regulators; inhibition, % at 9.4 µM; 0.32% of 310,000 active; AID 504621;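 active means every replicate shows inhibition above about 80%, whatever the replicate mean, limit read from the data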;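 further: 0% = DMSO neutral controls and 100% = 20 µM radicicol positive controls; yeast relying on Plasmodium falciparum Hsp90 in place of its own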
Pemphigus Ab inh – human desmoglein-3 autoantibody binding inhibition | P32926 | DSG3-coupled beads, scFv-anti-DSG3-GFP binding, flow cytometry; stronger effect = lower value | binding (percent of control), % at 10 µM | 0.48% of 310,000 active;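 active means binding more than 3 SD below its plate's average and above zero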;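 further: hits lower antibody fragment binding to DSG3; some compounds called inactive have numbers as strong as hits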
PKA-R1A act – PKA-R1A complex activation; PKA-R1A dissociation, Cy5-IP20 fluorescence polarization; scaled: DMSO 0%, 113 µM cGMP 100%; activation, % at 11.4 µM; 0.083% of 340,000 active; AID 504707;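 active means percent activation above the mean of all tested compounds plus 3 SD, cut at about 19% in these data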;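 further: higher means more PKAc released from R1A so a rise in polarization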
OPRM1-OPRD1 inv – inverse agonist of human OPRM1-OPRD1 heterodimerization; P35372+P41143; cell-based MOR-DOR heterodimer luminescence, inverse agonism; inhibition, % at 9.3 µM; 0.21% of 340,000 active; AID 504357; in the data active means inhibition above about 22%, passing the limit was not always enough;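 further: 0% = cells with DMSO and 100% = wells without cells with DMSO; values of inactives mirror those of a sister screen read the other way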
MOR-DOR ag – agonists of human mu-delta opioid receptor heterodimerization | P35372+P41143 | cells, OPRM1-OPRD1 heterodimerization, luminescence | activation, % at 9.3 µM | 0.3% of 340,000 active | AID 504326; in the data active means activation above about 18%;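 further: 0% = vehicle-treated cells and 100% = reference agonist; values of inactives mirror those of a sister screen read the other way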
HTR5A inv ctr – inverse agonist of human HTR5A in OPRM1-OPRD1 counter-screen. HTR5A cell line, luminescence, inverse agonism. inhibition, % at 9.3 µM. AID 504634. 0.083% of 340,000 active; in the data active means inhibition mostly above about 23%, no sharp cut-off; inactive means mostly below about 18%;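 further: 0% = cells with DMSO and 100% = no-cell wells with DMSO; some compounds called inactive have numbers as strong as hits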
Target sequence (P47898 whole entry, looked up): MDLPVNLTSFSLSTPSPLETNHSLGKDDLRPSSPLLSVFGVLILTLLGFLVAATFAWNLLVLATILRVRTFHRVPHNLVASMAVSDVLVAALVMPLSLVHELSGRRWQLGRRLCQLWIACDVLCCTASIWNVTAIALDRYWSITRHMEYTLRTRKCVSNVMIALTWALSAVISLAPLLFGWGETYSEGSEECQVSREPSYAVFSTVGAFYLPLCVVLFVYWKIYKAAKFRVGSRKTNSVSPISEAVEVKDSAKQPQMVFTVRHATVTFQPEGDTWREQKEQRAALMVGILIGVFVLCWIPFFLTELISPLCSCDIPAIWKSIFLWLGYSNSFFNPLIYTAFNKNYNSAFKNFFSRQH
AddAB inh – less growth of phage-infected E. coli with AddAB | 0.29% of 330,000 active | AID 435030 | inhibition, % at 11.9 µM | E. coli expressing H. pylori AddAB, absorbance growth; in the data active means inhibition above about 12%;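 further: 0% = vehicle wells of infected cells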
SUMO Mot1 rescue – inhibitors of SUMOylation pathway: yeast Mot1-301 growth rescue. S. cerevisiae Mot1-301 growth rescue, ATP luminescence, 38.5C; percent above DMSO median, 100 means doubled. growth rescue, % at 18.8 µM. 1% of 320,000 active. AID 2716;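 active means every valid replicate shows activation above 250% relative to neutral control wells; inactive means the rest, any valid replicate at or below 250%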;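 further: OY570 slx delta 5 strain wells were the positive control but not used for scaling; some compounds called inactive have numbers as strong as hits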
phage Ecoli inh – E. coli growth loss with phage present; growth absorbance; inhibition, % at 11.9 µM; 0.26% of 360,000 active; in the data active means inhibition above about 11%
HTR5A ag – activates human HTR5A in OPRM1-OPRD1 agonist counter-screen | P47898 | HTR5A agonist assay, luminescence, cell-based | activation, % at 9.3 µM | 0.61% of 340,000 active | AID 504692; in the data active means activation mostly above about 9.5%, no sharp cut-off; inactive means mostly below about 7.6%;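 further: 0% = cells with vehicle only and 100% = reference agonist; strong numbers were not always called active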
Ecoli viability – bacterial growth inhibition, counter-screen for AddAB inhibitors; E. coli V3065 growth, OD600 absorbance, 18 h; inhibition, % at 11.9 µM; 0.27% of 330,000 active; AID 449728;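 active means inhibition above the campaign's mean inhibition across all tested compounds plus 3 SD, cut at about 9.9% in these data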;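 further: uninfected addAB+ strain grown without phage in ampicillin broth; 0% = DMSO wells and 100% = ciprofloxacin 0.95 µg/ml wells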
Numbers without * were called inactive; . = not tested or not shown.

SMILES	PfHsp90 yeast 2	Pemphigus Ab inh	PKA-R1A act	OPRM1-OPRD1 inv	MOR-DOR ag	HTR5A inv ctr	AddAB inh	SUMO Mot1 rescue	phage Ecoli inh	HTR5A ag	Ecoli viability
Cc1cccc(C(=O)OCC(=O)c2c(N)n(CC(C)C)c(=O)n(C)c2=O)c1O	-8	98	-11	-29	4.3	-6	3.0	34	3.8	2	-0.7
CC(=O)N1C(=O)C2(C(C#N)=C(N)Oc3n[nH]c(-c4ccccn4)c32)c2ccccc21 (stereo unspecified)	18	.	-1	-13	2.2	-17	1.7	-11	2.4	0	0.3
CCc1ccc(S(=O)(=O)NCc2cccs2)cc1	-10	.	-4	9	-1.6	-4	0.2	6	0.2	1	1.1
CCn1c(CCC(=O)Nc2nc3c(s2)CCCC3)nc2cc(S(=O)(=O)N(C)C)ccc21	-47	117	2	14	-2.3	9	1.6	86	0.8	-4	0.2
CCCCC1=CC2=CC(=O)C(C)(OC(=O)CC)C(=O)C2=CN1CCOC (stereo unspecified)	-20	97	10	-3	0.7	-21	3.0	63	.	3	0.5
CCN1CCN(c2ccc(S(=O)(=O)N3CCOCC3)cc2NC(=O)c2sccc2C)CC1	21	.	-7	7	-1.0	10	1.7	-8	1.8	-4	0.0
CC(C)Cn1c(SCC(=O)NC(=O)NC2CCCC2)nc2ccccc21	-35	98	-3	-58	10	2	0.4	-16	3.3	13	0.2
Cc1cc(C)nc(Nc2ccc(C(=O)O)cc2)n1	-11	95	-3	9	-1.5	-43	0.7	8	1.5	1	-2.7
CCC(C)c1ccc(NC(=S)NCCn2cc(Cl)cn2)cc1 (stereo unspecified)	-25	101	-10	-20	3.8	13	4.8	3	2.3	-2	1.1
COCCCNC(=O)COC(=O)c1ccc(-c2nc3ccccc3s2)s1	21	103	3	-23	4.3	-5	5.0	-40	2.6	9	2.1
O=[N+]([O-])c1ccc(O)c(CNCc2ccccc2)c1	-16	.	5	-1	0.1	-2	.	.	0.8	1	.
O=C(O)COCC(=O)Nc1ccc(-n2nc(C(F)(F)F)cc2-c2cccs2)cc1	-2	93	.	.	.	.	1.6	2	0.1	.	-1.1
C=CCNS(=O)(=O)c1ccc(N2C(=O)c3ccccc3C2=O)cc1	-26	98	9	3	-0.6	-2	3.1	137	2.3	1	1.4
CC(C)C(CCNC1CCN(C)CC1)c1ccc(Cl)cc1 (stereo unspecified)	26	108	-3	-2	0.4	6	1.7	14	2.9	-2	-1.7
CCCN1CCN(C(=O)c2ccccc2-c2nc3ccccc3s2)CC1	10	101	-9	14	-2.7	-5	5.2	161	-0.3	2	-0.8
NC(=O)C1(N2CCCCC2)CCN(S(=O)(=O)c2cc(Cl)sc2Cl)CC1	.	106	.	.	.	.	0.7	12	-0.5	.	0.7
O=C(c1ccc(C(F)(F)F)cc1)C1CCCN(C(=O)Cn2cncn2)C1 (stereo unspecified)	32	103	1	6	-1.2	-2	0.2	-9	2.9	1	-0.7
COC(=O)[C@]1(C)N[C@H](CN(C)C(=O)Nc2ccc(Cl)cc2)[C@@H]2C(=O)N(Cc3ccccc3)C(=O)[C@@H]21	-1	101	8	18	-3.8	11	2.9	15	2.2	-3	-0.4
c1csc(CNCCN2CCOCC2)c1	.	126	-2	12	-2.1	10	2.3	-11	-0.1	-2	1.5
COc1ccc(-c2nn(-c3ccccc3)cc2/C=N/Nc2ccccn2)cc1OC	-22	102	-4	-3	0.6	-34	3.4	-25	3.7	14	2.1
COc1ccc2cc1Oc1ccc(cc1)C[C@H]1c3c(cc4c(c3Oc3cc5c(cc3OC)CCN(C)[C@@H]5C2)OCO4)CCN1C	-2	102	-14	7	-1.2	-18	-1.9	5	2.7	5	-2.3
Cc1c(CN2CCN(CC(C)(C)C)C(CCO)C2)[nH]c2ccccc12 (stereo unspecified)	-10	95	2	-27	5.7	-10	.	20	1.0	3	.
COc1cccc(-c2nnc3sc(-c4ccccc4)nn23)c1	.	100	-4	7	-1.4	8	-0.7	74	1.8	-3	-1.3
COC(=O)c1c(-c2ccc(F)cc2)csc1NC(=O)C1CCCO1 (stereo unspecified)	.	127	-13	-9	1.6	-35	4.8	7	0.1	-4	-0.8
Brc1ccccc1/C=N/N1CCCCC1	10	88	1	1	-0.2	-11	0.7	-5	0.3	3	-0.6
Cc1nc2cc(N3CCN(C)CC3)c(NC(=O)Cc3ccccc3)cc2c(=O)n1Cc1ccccc1	3	102	7	11	-2.2	12	-2.4	353	0.0	0	-0.8
CCOc1ccccc1C(=O)NCC(=O)N(C)Cc1ccccc1C	-7	90	5	8	-1.7	11	-0.2	8	4.7	-3	0.6
CCc1nc(Nc2ccc(OC)c(OC)c2)c2nnn(Cc3ccccc3Cl)c2n1	7	109	-7	-34	6.1	15	0.3	73	3.0	7	-1.1
Cc1cccc(NC(=O)c2cccs2)n1	-28	106	3	-3	0.6	-3	4.3	2	3.0	3	-0.3
Cc1ccc(CCNC(=O)c2ccc(CS(=O)(=O)c3ccccc3C)o2)cc1	10	105	13	13	-2.5	4	2.3	43	2.4	-1	1.8
CC(=O)Nc1ccc(S(=O)(=O)N=S(C)(C)=O)cc1	-19	101	-10	12	-2.3	22	3.2	-8	3.1	-6	-0.8
CCOC(=O)N1CCN(CC(O)COCCC23CC4CC(CC(C4)C2)C3)CC1 (stereo unspecified)	-120	95	7	-19	3.8	-18	3.5	65	1.4	7	-0.2
CCCc1nnc(NC(=O)C2CCN(C(=O)c3ccco3)CC2)s1	2	133	2	-15	1.8	-11	1.7	4	2.1	4	-1.5
Cc1ccc(S(=O)(=O)c2cccc(S(=O)(=O)N3CCOCC3)c2)cc1S(=O)(=O)N1CCOCC1	-40	.	-1	9	-1.5	-13	0.2	-7	2.7	-1	-0.6
O=C(COc1cccc(Br)c1)Nc1ccc(N2CCOCC2)cc1N1CCOCC1	-4	.	-13	9	-2.2	5	0.8	107	1.2	-2	3.0
CCC(C)NC(=O)COC(=O)c1csc2c1CCCC2 (stereo unspecified)	-6	98	-8	16	-3.1	-11	0.0	26	4.3	4	-0.5
COc1ccc(/C(O)=C2\C(=O)C(=O)N(Cc3ccco3)C2c2ccc(OC)cc2OC)cc1 (stereo unspecified)	25	.	6	13	-2.0	12	1.6	-13	1.0	-4	-0.5
O=C(CCCC(=O)N/N=C/c1ccccc1C(=O)O)N/N=C/c1ccccc1C(=O)O	1	94	-2	11	-2.2	6	-0.8	419*	1.9	-2	1.3
CC(=O)c1cccc(S(=O)(=O)N2CCCC(c3nc(-c4ccc(C)o4)no3)C2)c1 (stereo unspecified)	-2	94	5	11	-2.0	16	1.5	15	0.6	1	-0.5
CCCSc1ccc(-c2nn(-c3ccccc3)cc2/C=C(/C#N)C(=O)NCCCOC)cc1	1	101	-8	10	-2.0	-9	-1.6	11	2.8	5	-2.8
O=C(CCC(=O)NC1CCN(Cc2ccccc2)CC1)NCc1ccco1	.	114	-8	12	-2.5	6	-0.2	-13	2.2	-2	-3.4
COc1ccc2[nH]cc(S(=O)(=O)c3ccc(F)cc3)c(=O)c2c1	-24	94	-15	-1	0.2	3	-0.2	-8	2.8	-1	0.7
COc1ccc(CNC(=O)COC(=O)c2cccn2C)cc1	-2	145	-9	3	-0.6	-2	-0.2	-15	1.9	0	1.3
CN(CCC#N)C(=S)NC(=O)c1ccc(S(=O)(=O)N2CCOCC2)cc1	1	124	-8	9	-2.0	5	0.1	262	2.1	-2	1.4
CCN(CC)c1nc(N2CCOCC2)c(C#N)c2c1CN(C)CC2	20	97	7	10	-1.7	-1	4.1	8	3.0	-2	1.9
COc1cc(/C=C(/NC(=O)c2ccccc2)C(=O)N2CCN(C)CC2)c([N+](=O)[O-])cc1OC	-13	84	8	1	-0.2	-8	0.5	-12	4.4	3	-0.1
OCCC#Cc1ccc(CN2CCN(Cc3ccccc3)C(CCO)C2)cc1 (stereo unspecified)	16	102	-5	7	-1.5	-1	-3.6	10	3.1	1	-1.0
Cc1ccc(C)c(N2CCN(CCCNC(=O)Cn3cccc3C(=O)c3ccccc3)CC2)c1	4	106	-6	-2	0.3	3	3.8	5	5.3	-1	-0.1
Cc1ccc2[nH]c3c(=O)n(CCc4cnc[nH]4)cnc3c2c1	-15	104	-10	12	-2.1	-17	-1.0	-10	4.7	3	-2.8
CN(Cc1nc2ccccc2c(=O)[nH]1)C(=O)c1cccc(S(=O)(=O)N2CCCC2)c1	-2	.	8	12	-3.0	11	0.4	-3	3.1	-4	-1.1
NNC(=O)c1ccc(CN2C(=O)c3cccc4cccc2c34)cc1	33	100	-21	4	-0.8	2	1.8	-8	3.2	-1	-1.4
COc1ccc(C(=O)NCCc2nnc3ccc(SCC(=O)Nc4cc(C)on4)nn23)cc1	14	103	-1	9	-1.8	-11	0.7	-9	-1.4	2	-0.8
O=C(Nc1nc(-c2cccs2)cs1)c1cccc(S(=O)(=O)N2CCCCC2)c1	23	99	-8	7	-1.3	-3	-1.0	-7	1.1	6	1.4
O=C(ONC1=NCCCCC1)c1ccc(Cl)cc1	62	106	-9	-72	14	-65	5.6	18	2.8	25*	1.4
O=C(Nc1ccc(NC(=O)c2cccs2)cc1)c1ccc(Br)o1	.	93	7	-58	12	-2	4.8	-22	2.2	1	-0.8
COCCNC(=O)c1ccc(CN2CCC(Cc3ccccc3)CC2)cc1	-23	113	-7	15	-3.0	7	1.0	-2	1.7	0	0.0
COc1ccccc1C(=O)N/C(=C\c1cn(S(=O)(=O)N(C)C)c2ccccc12)C(=O)N1CCCC1	-13	100	7	5	-0.9	-5	2.2	-1	1.3	1	0.0
Cn1c(=O)n(C)c2cc(NC(=O)COc3ccc(F)cc3F)ccc21	-8	99	-1	13	-2.7	-5	2.0	64	2.3	1	0.2
COc1ccc(NC(=O)CN(C)C(=O)c2ccc3[nH]c4c(c3c2)CC(C)CC4)cc1 (stereo unspecified)	.	99	-11	13	-2.5	4	-1.5	10	1.4	0	-0.9
COc1ccc(C2(c3ccc(OC)cc3)NC(=O)N(CC(=O)NC3CCS(=O)(=O)C3)C2=O)cc1 (stereo unspecified)	11	98	3	13	-3.2	3	-0.2	-1	0.5	1	-1.7
Cc1cc(NC(=O)c2c(-c3c(Cl)cccc3Cl)noc2C)n(C)n1	-4	97	-8	10	-1.9	-5	0.0	-26	0.7	3	-0.2
Cc1nc2ccccc2cc1OCc1ccc(Cl)cc1	4	101	-3	-14	2.9	-8	6.5	12	0.6	6	1.1

Compound profiles (already shown).
Results for `COc1ccccc1C(=O)N/C(=C\c1cn(S(=O)(=O)N(C)C)c2ccccc12)C(=O)N1CCCC1` : PfHsp90 yeast 2 = -13; Pemphigus Ab inh = 100; PKA-R1A act = 7; OPRM1-OPRD1 inv = 5; MOR-DOR ag = -0.9; HTR5A inv ctr = -5; AddAB inh = 2.2; SUMO Mot1 rescue = -1; phage Ecoli inh = 1.3; HTR5A ag = 1; Ecoli viability = 0.0
Results for `O=C(ONC1=NCCCCC1)c1ccc(Cl)cc1` : PfHsp90 yeast 2 = 62; Pemphigus Ab inh = 106; PKA-R1A act = -9; OPRM1-OPRD1 inv = -72; MOR-DOR ag = 14; HTR5A inv ctr = -65; AddAB inh = 5.6; SUMO Mot1 rescue = 18; phage Ecoli inh = 2.8; HTR5A ag = 25*; Ecoli viability = 1.4
